# ZTA counter: counter-screen for EBNA-1 inhibitors: inhibitors of Epstein-Barr virus ZTA. 320,000 compounds, 0.15% hits. ZTA-DNA binding, fluorescence polarization. P03206. inhibition, % at 11 µM; in the data active = inhibition above about 33%
# PAFAH1B2 FP inh: inhibitors of human PAFAH1B2; P68402; recombinant PAFAH1B2, FP-rhodamine activity probe, fluorescence polarization; inhibition, % at 3.39 µM; 340,000 compounds, 1.2% hits; AID 492953;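 active = inhibition above the mean of all tested compounds plus 3 SD, cut at about 24% in these data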;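 also: 0% = enzyme with DMSO and 100% = wells lacking PAFAH1B2; many of its hits are not listed in these tables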
# LYPLA1 inh: LYPLA1 (human) inhibition in PME1 counter-screen; inhibition, % at 5.9 µM; 320,000 compounds, 0.16% hits; recombinant LYPLA1, FP-Rh probe fluorescence polarization; O75608;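 active = inhibition above the mean of all tested compounds plus 3 SD, set per campaign, cut at about 14% in these data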;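 also: inhibitors block serine hydrolase probe labeling of LYPLA1 so polarization falls; 0% = enzyme with DMSO and 100% = wells lacking LYPLA1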
# Target sequence (O75608 whole entry, looked up): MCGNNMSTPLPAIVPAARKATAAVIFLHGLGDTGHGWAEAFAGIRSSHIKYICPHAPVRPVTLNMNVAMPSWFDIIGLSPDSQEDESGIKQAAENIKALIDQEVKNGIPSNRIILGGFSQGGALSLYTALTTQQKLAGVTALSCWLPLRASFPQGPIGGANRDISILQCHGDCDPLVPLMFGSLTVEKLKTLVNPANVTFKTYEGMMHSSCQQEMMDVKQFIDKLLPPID
# EBNA-1 inhibitor: blocks EBNA-1 binding to DNA; EBNA-1 DNA binding, fluorescence polarization; 300,000 compounds, 0.34% hits; inhibition, % at 14.8 µM; in the data active = inhibition above about 28%
# PREPL inh: inhibitors of human prolyl oligopeptidase-like enzyme PREPL. Q4J6C6. recombinant PREPL, fluorescence polarization activity-based probe. inhibition, % at 5.96 µM. 320,000 compounds, 0.68% hits; in the data active = inhibition above about 43%;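 also: 0% = enzyme with DMSO and 100% = wells lacking enzyme; many of its hits are not listed in these tables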
# PAFAH1B3 inh: inhibitors of human PAFAH1B3. 340,000 compounds, 0.28% hits. inhibition, % at 3.39 µM. recombinant PAFAH1B3, FP-rhodamine probe, fluorescence polarization. Q15102;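 active = inhibition above the screen-wide average of all tested compounds plus 3 SD, cut at about 25% in these data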;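 also: 0% = enzyme with DMSO only and 100% = wells lacking PAFAH1B3 protein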
# Target sequence (Q15102 whole entry, looked up): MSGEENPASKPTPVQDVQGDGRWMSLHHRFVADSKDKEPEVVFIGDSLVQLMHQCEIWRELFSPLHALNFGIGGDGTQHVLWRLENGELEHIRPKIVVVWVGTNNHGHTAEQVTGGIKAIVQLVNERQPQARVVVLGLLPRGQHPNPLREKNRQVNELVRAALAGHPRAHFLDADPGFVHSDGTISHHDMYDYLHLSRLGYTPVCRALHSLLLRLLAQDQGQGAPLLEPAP
# pPAFAH inh: inhibitors of human plasma PAF acetylhydrolase (pPAFAH); Q13093; recombinant pPAFAH, FP-rhodamine probe fluorescence polarization; inhibition, % at 3.39 µM; 330,000 compounds, 1.5% hits; AID 463082;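 active = inhibition above the mean inhibition across the screen plus 3 SD, cut at about 25% in these data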;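 also: inhibitors block binding of the rhodamine activity-based probe so polarization drops; 0% = enzyme with DMSO and 100% = wells lacking pPAFAH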
# Target sequence (Q13093 whole entry, looked up): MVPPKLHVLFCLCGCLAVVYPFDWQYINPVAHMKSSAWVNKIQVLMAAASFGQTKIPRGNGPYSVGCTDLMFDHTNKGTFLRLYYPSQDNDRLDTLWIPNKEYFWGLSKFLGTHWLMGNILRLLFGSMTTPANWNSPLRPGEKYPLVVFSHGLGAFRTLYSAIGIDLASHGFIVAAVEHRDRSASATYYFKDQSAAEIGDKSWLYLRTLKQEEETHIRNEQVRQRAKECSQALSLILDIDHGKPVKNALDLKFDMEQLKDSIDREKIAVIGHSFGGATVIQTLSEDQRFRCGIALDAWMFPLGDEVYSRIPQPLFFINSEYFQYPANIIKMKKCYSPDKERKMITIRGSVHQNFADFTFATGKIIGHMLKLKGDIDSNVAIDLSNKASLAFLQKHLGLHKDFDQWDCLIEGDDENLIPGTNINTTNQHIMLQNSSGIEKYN
# LYPLA2 counter: LYPLA2 (human) inhibition in PME1 counter-screen | recombinant LYPLA2, FP-Rh probe fluorescence polarization | inhibition, % at 5.9 µM | 320,000 compounds, 0.38% hits;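 active = inhibition above the screen-wide mean plus 3 SD, limit set per campaign, cut at about 26% in these data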;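 also: 0% = LYPLA2 with DMSO and 100% = wells lacking LYPLA2 enzyme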
# PAFAH2 FP inh: PAFAH2 (human) inhibition; 340,000 compounds, 0.99% hits; AID 492956; inhibition, % at 3.39 µM; Q99487; recombinant PAFAH2, FP-rhodamine activity probe, fluorescence polarization;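 active = inhibition above the mean over all tested compounds plus 3 SD, cut at about 30% in these data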;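 also: inhibitors block probe labeling of enzyme so polarization drops; 0% = enzyme with DMSO and 100% = wells lacking PAFAH2 protein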
# An asterisk follows results filed as active; x = not tested or not shown.
smiles	ZTA counter	PAFAH1B2 FP inh	LYPLA1 inh	EBNA-1 inhibitor	PREPL inh	PAFAH1B3 inh	pPAFAH inh	LYPLA2 counter	PAFAH2 FP inh
COCCCNC(=O)C[C@H]1C[C@H](C(=O)N2CCOCC2)[C@@]2(CCC3CCCC3)c3[nH]c4cc(-c5ccco5)ccc4c3CCN2C1=O	x	5	x	x	x	0	-2	x	-6
C/C(=N\NC(=O)C1CC1)c1ccccc1O	-4	3	0	2	5	4	-5	1	3
O=C(Nc1nc2c(F)cc(F)cc2s1)C1CC1	7	4	-2	11	-29	-5	0	1	1
Cc1noc(C)c1C(=O)N1CCOCC1	4	8	1	1	-7	13	1	2	-11
COCCn1c(SCC(=O)NC2CCCCC2)nc2c(c1=O)SCC2	-24	6	3	-4	13	8	2	5	-1
CCn1cnc2sc(C(=O)Nc3ccccc3OC)c(C)c2c1=O	11	4	1	-15	7	1	-2	0	-1
Clc1ccc(-n2ncc3c(N4CCCCCC4)ncnc32)cc1	2	3	2	0	-2	3	-2	-1	-9
COc1ccc(OC)c(NC(=O)Cn2c(=O)oc3ccccc32)c1	3	-4	-1	-10	13	-2	-9	-6	2
Cc1cc(NC(=O)c2cc([N+](=O)[O-])cc([N+](=O)[O-])c2C)no1	-12	14	0	-15	1	9	11	5	11
O=C(Cc1nnc(NC(=O)c2ccccc2)s1)N/N=C/c1cccc(O)c1	2	1	-8	17	5	-4	1	0	-4
O=C(O)c1cccc2c1C(=O)c1ccc(Cl)cc1S2(=O)=O	-1	3	5	x	2	-6	3	10	1
O=C(C1CC(c2ccc(F)cc2)=NO1)N1CCc2ccccc2C1 (centres undefined)	-2	1	1	7	8	6	8	2	-2
C[C@H]1CCC(=O)N([C@H](CC#N)Cc2ccccc2)CC1	-7	7	-3	1	1	6	7	-3	1
CCCC(=O)Nc1cc(C)c(NC(=O)c2ccncc2)cn1	7	2	-3	-6	2	1	2	-3	-2
N#CC(Cc1ccccc1)(Cc1ccccc1)C(=O)NN	-8	-2	-1	9	-4	-7	3	1	2
COCC(COS(N)(=O)=O)Cc1ccccc1 (centres undefined)	-28	0	-5	-2	-3	-2	1	1	-6
C/C(=N/NS(=O)(=O)c1ccc(Cl)cc1)c1ccncc1	-11	3	2	0	6	4	2	-2	1
O=C(CN1CCOCC1)NCCc1ccccc1	2	1	0	3	1	7	7	-6	5
CN1C(=S)SC(C)(NO)C1(C)C (centres undefined)	3	2	1	3	12	-5	7	3	-9
CC1(C(=O)O)CCC(C(=O)Nc2ccccc2)C1(C)C (centres undefined)	-2	-4	0	2	-3	5	4	-5	-5
Cc1ccc(N(CC(O)Cn2c3ccccc3c3ccccc32)S(C)(=O)=O)c(C)c1 (centres undefined)	-16	1	1	-5	-4	8	5	9	-4
CN(c1ccccc1)S(=O)(=O)c1ccc(NC(=O)c2ccccc2C(=O)O)cc1	8	9	-1	3	-8	11	0	-1	9
CN(C)c1ccc(C2/C(=C(/O)c3ccccc3)C(=O)C(=O)N2CCCC(=O)O)cc1 (centres undefined)	6	5	1	2	-1	1	0	1	-1
Clc1ccc(-c2nnc(CSc3nnc(-c4cccs4)o3)o2)cc1	5	3	4	0	-21	-6	3	10	7
CCC(=O)N1CCN(c2nc3ccccc3s2)CC1	4	6	0	7	14	-3	5	6	-4
Cc1cc(C)nc(SCCC(=O)Nc2cccc3ccccc23)n1	3	1	-4	-9	-4	-1	1	0	4
O=C1CCN(S(=O)(=O)c2ccc(Br)cc2)CCN1	-1	8	1	6	-3	8	3	3	-6
CC(=O)Nc1sc(NC(=O)c2ccc([N+](=O)[O-])cc2)nc1-c1cccs1	0	1	1	1	-4	5	-1	-1	7
CC1CC(C)CN(CCCNC(=O)c2ccc(N3CCCC3=O)cc2)C1 (centres undefined)	-5	3	0	-2	-9	9	1	2	-13
COC(=O)c1ccc(C(=O)OC)c(NC(=O)C2CCCO2)c1 (centres undefined)	16	2	0	22	-7	8	4	6	2
CCN(CC)C(=O)Cn1cc(S(=O)(=O)Cc2cccc([N+](=O)[O-])c2)c2ccccc21	-4	0	1	-7	-8	0	5	4	-2
Cc1cccc(Cl)c1NC(=O)N1CCCN(c2nc3ccc(Cl)cc3s2)CC1	-5	-3	-2	2	-1	4	2	2	3
CC1(C)CC(=O)C(C=Nc2ccccc2Sc2ccccc2)=C(O)C1	4	5	1	6	-13	-6	3	3	3
CCOc1ccc(S(=O)(=O)NCc2ccc(Cl)cc2)c2cccnc12	-5	2	-3	7	10	-1	4	0	5
CCN1CCN(C(=S)Nc2cc(C(=O)OC)ccc2C(=O)OC)CC1	-5	3	2	-10	3	-1	-6	-1	-6
CC(C)Oc1ccc(CNCCC2(C(C)C)CCOC(C)(C)C2)cc1 (centres undefined)	-7	1	4	1	5	2	57*	-2	-7
COc1cccc(/C=N/NC(=O)CCc2n[nH]c(=O)[nH]c2=O)c1O	23	-1	2	2	0	13	0	1	10
CC1CCCC(C)N1C(=O)COC(=O)C(Cc1ccccc1)NC(=O)c1cccs1 (centres undefined)	5	4	-1	4	6	2	3	2	13
CCN(CC)c1ccc(CN(C(=O)c2cc(OC)c(OC)c(OC)c2)C2CCS(=O)(=O)C2)cc1 (centres undefined)	5	-1	0	-17	32	13	-3	0	13
COc1cc(NC(=O)C2CC(c3cccc(OC)c3OC)=NO2)cc(OC)c1OC (centres undefined)	-1	7	0	13	11	7	-2	1	9
O=C(NCC1CCCN(C(=O)c2cscn2)C1)c1ccccc1Cl (centres undefined)	-7	7	-1	-10	2	12	3	2	7
CC1(C)Cc2nc3nc(SCC(=O)Nc4ccccc4)nc(N)c3cc2CO1	16	-2	-4	-8	3	1	2	4	1
COc1ccccc1CC(=O)N1CCCC(CCC(=O)NCc2ccccc2F)C1 (centres undefined)	5	4	3	1	-6	4	2	0	-6
O=[N+]([O-])c1cc(S(=O)(=O)N2CCCC2)ccc1N/N=C/c1ccncc1	7	3	-4	6	3	5	2	-3	4
COc1ccc(N(C)C(=O)Cc2c(C(=O)O)[nH]c3ccccc23)c(OC)c1	-4	8	3	11	4	3	3	7	-2
O=C(CSCC(=O)Nc1ccc2ccccc2c1)NCc1ccccc1	27	0	-5	-2	-18	-5	14	-6	-2
Cn1nnnc1SCCNCc1ccccc1OCc1ccc(Cl)cc1	-12	1	-3	-7	-79	0	-1	-1	-5
Cc1ccc(S(=O)(=O)NCCC(=O)NCC(c2cccs2)N(C)C)cc1 (centres undefined)	18	7	2	x	-6	10	-2	-2	-1
O=C(c1cc(C2CC2)nc2ccc(Br)cc12)N1N=C(C(F)F)CC1(O)C(F)F (centres undefined)	-9	-5	-2	2	7	-6	-6	-5	-5
CSc1nc2cc(S(=O)(=O)N3CCOCC3)ccc2s1	-10	1	2	-4	2	9	2	7	-5
CC1(C)NC(=O)N(CC(=O)N2CCN(S(=O)(=O)c3ccccc3C(F)(F)F)CC2)C1=O	0	0	1	x	7	0	3	3	-2
COc1ccccc1CC(=O)N1CCN(c2cccc(C(F)(F)F)c2)CC1	-9	3	0	-4	-2	2	2	4	-2
COCCNC(=S)Nc1ccccn1	-8	0	1	-13	-6	7	3	2	0
COc1ccc2[nH]c(C)c(CCN(Cc3cccs3)C(=S)Nc3ccccc3)c2c1	5	-3	-1	-1	11	6	9	3	-4
CC(C)(C)NC(=O)Cn1nnc(-c2ccccc2NC(=O)c2cnccn2)n1	17	10	1	7	7	1	1	-1	10
Cc1cc(C(F)F)n2nc(C(=O)O)nc2n1	4	-11	0	8	-3	-1	3	-11	6
CC(C)[C@@H](C(=O)N[C@@H](C(=O)O)c1ccccc1)N1C(=O)N2CCc3c([nH]c4ccccc34)[C@@]2(C)C1=O	-8	3	-3	6	7	-3	-2	-1	-1
CN(c1ccc(C(=O)NCc2ccncc2)cc1)S(C)(=O)=O	-3	0	2	-3	-6	8	6	5	6
NC1=NC(=Nc2ccc(Cl)cc2)c2ccccc21	3	6	2	-5	3	5	-1	4	-2
CC1CC(C)CN(C(=O)C(Cc2ccccc2)NC(=O)c2ccccc2)C1 (centres undefined)	4	0	0	2	1	-5	5	0	4

# (further entries)
smiles	ZTA counter	PAFAH1B2 FP inh	LYPLA1 inh	EBNA-1 inhibitor	PREPL inh	PAFAH1B3 inh	pPAFAH inh	LYPLA2 counter	PAFAH2 FP inh
Cc1ccc(CO/N=C/c2c(O)cc(C)oc2=O)cc1	-1	22	2	-5	4	4	-1	-2	37*
CC(C)N(CCc1ccncc1)C(=O)Nc1ccc(Cl)c(Cl)c1	0	4	-1	11	-12	6	4	2	-3
Nc1nsc2ccccc12	-10	2	0	-1	9	-2	-7	5	-2
N#Cc1c[nH]n2c(=O)c3c(nc12)CCC3	-10	-2	2	2	8	9	3	-3	1
CC(C)c1nnc(NC(=O)c2nc(S(=O)(=O)Cc3ccccc3)ncc2Cl)s1	-5	3	8	4	5	5	2	14	12
O=c1nc2ccccn2c2ccc(S(=O)(=O)N3CCCCC3)cc12	-8	12	0	0	-2	12	10	5	16
CCNC(=S)NNC(=O)Cc1ccccc1	-1	0	4	-16	6	5	-8	-12	11
Cc1cc(N2CCN(Cc3nc(-c4ccc(F)cc4)oc3C)CC2)cc(C)n1	-1	1	-4	-6	39	2	1	6	-8
COc1cc(C(=O)OCC(C)=O)c([N+](=O)[O-])cc1OC	0	2	-3	-11	2	6	-2	-1	5
O=C(CN1C(=O)S/C(=C\c2cccs2)C1=O)Nc1ccc(O)cc1C(=O)O	-5	-3	-1	2	3	-3	8	4	-2
CC(C)c1nc(SCc2c(F)cccc2Cl)c2c(=O)n(C)c(=O)n(C)c2n1	5	-6	-2	4	-28	-6	-1	2	-1
C=CCn1sc(=N)c(C#N)c1N	10	-4	0	7	2	-4	0	-3	8
Cc1ccccc1CC1(CO)CCCN(C(=O)c2ccccc2N(C)C)C1 (centres undefined)	0	0	2	-1	20	4	1	-2	9
COC(=O)C1CCN(C(=O)N2CCOCC2)CC1	3	-7	-1	-7	1	13	1	2	-2
CSc1ccccc1OCc1cc(C(=O)NC(C)Cn2cncn2)no1 (centres undefined)	5	3	0	-14	8	2	1	4	-9
Cc1ccc(S(=O)(=O)NCC(=O)OCC(=O)N2CC(C)OC(C)C2)cc1 (centres undefined)	x	0	x	x	6	6	7	x	6
COc1cc2cc(CCOC(=O)c3ccc(C#N)cc3)oc(=O)c2cc1OC	8	-3	2	x	0	-4	4	12	4
COc1ccc(S(=O)(=O)NNC(=O)c2cc3cc4ccccc4nc3s2)cc1	19	1	-2	7	-25	-1	5	0	-5
CC1CCN(CC(=O)c2cccs2)CC1	-10	-1	6	1	-2	4	3	5	-1
Cc1ccc(O)c(C(CC(=O)NC(C)C)c2ccccc2)c1 (centres undefined)	1	-1	0	-4	7	6	3	0	-2
O=C(Nc1cccc2ncccc12)c1ccc([N+](=O)[O-])o1	8	0	0	-3	2	6	3	2	-4
COc1ccc(OC)c(NC(=O)Cn2cc(C#N)c3ccccc32)c1	-9	-2	-2	5	19	6	3	-5	-7

# Source: PubChem BioAssay

# These rows are one share of the data; the hit share may differ from the screen's.
